Screening results: PubChem BioAssay, Broad Institute
DENV2 CPE rescue: protects cells from dengue virus 2 cytopathic effect | AID 651640 | 350,000 tested, 1.7% active | CPE inhibition, % at 9.99 µM | DENV2-infected cells, cytopathic effect rescue, plate reader; in the data active means CPE inhibition above about 20%, passing the limit was not always enough; inconclusive means no clear call, values can overlap the other calls; tested in BHK-21 cells;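 further: 0% = median of neutral control wells and 100% = median of positive control wells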
ERp5 inh: ERp5 (human) disulfide isomerase inhibition. Q15084. ERp5 insulin aggregation, absorbance 650 nm, 90 min. inhibition, % at 9.99 µM. 350,000 tested, 0.05% active;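 active means mean replicate inhibition above about 25%, with every replicate also reaching it, limit read from the data, passing the limit was not always enough; inconclusive means only one of those two criteria met; inactive means neither criterion met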
Target sequence (Q15084 whole entry, looked up): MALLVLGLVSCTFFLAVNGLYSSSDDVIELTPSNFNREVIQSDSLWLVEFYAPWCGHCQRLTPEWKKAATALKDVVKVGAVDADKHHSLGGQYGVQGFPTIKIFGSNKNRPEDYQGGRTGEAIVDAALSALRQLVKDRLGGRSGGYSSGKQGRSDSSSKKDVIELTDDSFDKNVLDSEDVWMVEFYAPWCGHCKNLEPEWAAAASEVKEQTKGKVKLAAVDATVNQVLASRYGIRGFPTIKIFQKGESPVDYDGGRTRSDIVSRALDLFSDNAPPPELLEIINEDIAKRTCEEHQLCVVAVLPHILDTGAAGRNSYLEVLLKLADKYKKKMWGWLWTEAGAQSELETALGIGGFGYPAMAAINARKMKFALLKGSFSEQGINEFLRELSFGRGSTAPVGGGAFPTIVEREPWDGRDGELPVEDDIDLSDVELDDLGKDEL
S100A4 inh HTS: blocks human S100A4 binding to myosin IIA peptide | 360,000 tested, 0.14% active | S100A4/TAMRA-MyoIIA peptide fluorescence polarization | inhibition, % at 10.7 µM | P26447;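 active means mean inhibition of at least 70% across replicates, with every replicate also reaching that level; inconclusive means mean inhibition reaches 70% but some replicates fall short; inactive means mean inhibition below 70%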
Target sequence (P26447 whole entry, looked up): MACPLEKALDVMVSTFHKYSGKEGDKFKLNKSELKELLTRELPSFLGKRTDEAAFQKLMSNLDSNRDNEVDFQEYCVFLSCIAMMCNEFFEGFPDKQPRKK
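Material: human S100A4 monomer with TAMRA-labelled myosin IIA peptide; buffer or medium: HEPES pH 7.2 with CaCl2, KCl, NaCl, DTT, Triton; compound dosing: one concentration per compound; schedule: 5 min incubation before reading; benchmarks: neutral control DMSO, positive control TFP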
C2C12 statin: suppression of simvastatin myotoxicity; rescue of ATP level, % at 7.49 µM; 330,000 tested, 0.78% active; C2C12 myotubes + simvastatin, ATP luminescence, 48 h; scaled: DMSO 0, geranylgeraniol control 100;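 active means mean ATP rescue above about 67%, or every replicate alone reaching that limit, limit read from the data, passing the limit was not always enough; inconclusive means no clear call, values can overlap the other calls; inactive means mean under the limit and some replicate under it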;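 further: myotubes were challenged with 10 µM simvastatin during compound exposure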
PglD DTNB: PglD (C. jejuni) enzyme inhibition. 360,000 tested, 0.098% active. purified PglD enzyme, DTNB colorimetric CoA detection. AID 602405. inhibition, % at 12.5 µM; in the data active means inhibition above about 16%, passing the limit was not always enough; inconclusive means no clear call, values can overlap the other calls; further: strong numbers were not always called active
SIRT5 inh: blocks human SIRT5 desuccinylation of peptide; Q9NXA8; Purified SirT5, succinyl-peptide AMC, trypsin-coupled fluorescence; AID 652115; 330,000 tested, 1.1% active; inhibition, % at 15 µM; in the data active means inhibition above about 15%; inconclusive means no clear call, values can overlap the other calls
Target sequence (Q9NXA8 whole entry, looked up): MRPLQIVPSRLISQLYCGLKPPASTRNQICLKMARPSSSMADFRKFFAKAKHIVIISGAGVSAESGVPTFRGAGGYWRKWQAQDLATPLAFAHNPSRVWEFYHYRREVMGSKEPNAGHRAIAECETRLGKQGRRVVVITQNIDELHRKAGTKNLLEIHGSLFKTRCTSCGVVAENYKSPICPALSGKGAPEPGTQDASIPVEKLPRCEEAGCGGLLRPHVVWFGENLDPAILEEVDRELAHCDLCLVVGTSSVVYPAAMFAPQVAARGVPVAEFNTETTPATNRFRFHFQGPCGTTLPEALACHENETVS
E-selectin induc: induces E-selectin expression in human endothelial cells. P16581. HUVEC E-selectin immunofluorescence imaging; normalized: neutral wells 0, TNF-alpha wells 100. activation, % at 7.58 µM. 260,000 tested, 0.37% active. AID 686992;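 active means mean E-selectin-positive cell signal at least 10% of the positive control, reached in at least 60% of replicates, without over 20% cell loss; inconclusive means no rule given, readout overlaps actives, possibly toxicity-flagged; inactive means the rest, including those meeting only one limit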;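 further: in these data hits start at about 27%; measured in HUVEC primary endothelial cells; signal is the percent of cells scored E-selectin positive by PE staining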
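System: HUVEC / Compound: single concentration / Signal: immunofluorescence imaging / Read-out: percent E-selectin-positive cells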
Starred values were filed as active, the others as inactive; ? = inconclusive; / = no result given. These rows are one share of the data, so the mix of outcomes need not match the whole.

SMILES | DENV2 CPE rescue | ERp5 inh | S100A4 inh HTS | C2C12 statin | PglD DTNB | SIRT5 inh | E-selectin induc
COc1cccc(C2c3[nH]c4ccccc4c3C[C@H]3C(=O)N(C4CCN(Cc5ccccc5)CC4)CC(=O)N23)c1 (some centres undefined) | 12 | 2 | -8 | -5 | 3 | -3 | /
C/C=C/c1ccc([C@H]2[C@@H](CO)N(C(=O)CC)[C@@H]2CNC(=O)CC2CC2)cc1 | -5 | / | / | -7 | 3 | / | 0.0
O=S(=O)(Cc1ccccc1Cl)NCCOc1ccccc1 | / | -1 | 3 | -2 | -1 | / | 0.9
CCOC(=O)C1=C(COC(=O)CCc2ccc(F)cc2)NC(=O)NC1C (centres undefined) | -4 | -1 | -3 | 3 | -5 | -2 | /
COc1ccc2oc(C(=O)OCC(=O)/C(C#N)=C(\C)N)c(C)c2c1 | -1 | 0 | 2 | / | / | -3 | 4.8
CCOC(=O)c1c(NC(=O)/C=C/C(=O)O)sc(C)c1-c1ccc(C(C)(C)C)cc1 | 1 | 1 | -1 | / | / | 3 | -3.4
Cc1nn(CC(=O)Nc2cccc(O)c2)c(=O)c2ccccc12 | 3 | 4 | 3 | -6 | -2 | 1 | /
Cc1noc(C)c1NC(=O)Nc1ccc2c(c1)C(=O)N([C@@H](C)CO)C[C@H](C)[C@H](CN(C)C(=O)Nc1ccc3c(c1)OCO3)OCCCC[C@H](C)O2 | -4 | 5 | -2 | / | 2 | 2 | 0.2
Cc1ccc(/C(N)=N/OC(=O)Cc2ccccc2)cc1 | 1 | 2 | 1 | / | / | -1 | -1.2
O=C(NCC[C@@H]1CC[C@@H](NS(=O)(=O)c2ccc(Oc3ccccc3)cc2)[C@@H](CO)O1)C1CC1 | 0 | -8 | 17 | 10 | -4 | 1 | 0.0
Cc1ccc(C(=O)NC(=S)N2CCCC2)cc1 | 1 | 3 | 1 | / | -1 | 0 | 0.0
COC(=O)CSC1=C(C#N)C(c2ccsc2)CC(=O)N1 (centres undefined) | / | -4 | 7 | / | -1 | 2 | /
COc1ccccc1NS(=O)(=O)c1cc(NC(=O)c2cnccn2)ccc1N1CCOCC1 | -1 | 1 | -15 | -11 | 2 | -6 | 14
CCC(=O)NNC(=O)c1cc(COc2cc(Cl)cc(Cl)c2)on1 | 4 | 5 | -3 | 1 | / | 9 | 0.5
CN1CCN(S(=O)(=O)c2ccc(NC(=O)COc3ccccc3Cl)cc2)CC1 | -2 | 10 | -1 | 4 | 6 | 2 | /
C[C@H](CO)N1C[C@H](C)[C@H](CN(C)C(=O)NC2CCCCC2)Oc2cc(/C=C/c3ccccc3)ccc2S1(=O)=O | 1 | 0 | -3 | 17 | 1 | 25* | /
CCOc1ccccc1OC(=O)c1cc2ccccc2oc1=O | / | 7 | 14 | / | / | -1 | 0.5
O=C(NC1CCC(O)CC1)c1cc(-c2ccco2)nc2ccccc12 (centres undefined) | 6 | -41 | -2 | / | / | -10 | 1.3
O=C(CN1CCN(S(=O)(=O)c2ccc3c(c2)OCCCO3)CC1)N1CCc2ccccc21 | -1 | 1 | -1 | 7 | -1 | / | -0.2
Nn1c(SCC(=O)Nc2cccc(S(N)(=O)=O)c2)nnc1C1CC1 | -1 | 0 | 1 | / | / | 1 | /
Cc1cc(C(=O)NCCC2=CCCCC2)ccc1[N+](=O)[O-] | -2 | -4 | -14 | / | 1 | -5 | /
c1ccc2c(c1)nc(N1CCCCC1)c1ccccc12 | -1 | -3 | -6 | / | / | 0 | /
Cc1ccc(N(C)S(=O)(=O)c2ccc3c(c2)NC(=O)C(C)S3)cc1 (centres undefined) | -1 | -7 | 0 | 24 | -1 | -2 | /
Cc1ccccc1-n1c(SCc2c(C)noc2C)nnc1-c1ccncc1 | / | -6 | 12 | -6 | 0 | -3 | /
C[C@H](CO)N1C[C@H](C)[C@@H](CN(C)Cc2ccc(C(F)(F)F)cc2)OCCCC[C@H](C)Oc2ccc(NC(=O)Nc3ccccc3)cc2C1=O | -2 | / | / | / | -2 | / | -0.2
Continued:
SMILES | DENV2 CPE rescue | ERp5 inh | S100A4 inh HTS | C2C12 statin | PglD DTNB | SIRT5 inh | E-selectin induc
Cc1ccc(NC(=O)COc2ccccc2)cc1S(=O)(=O)N1CCCCCC1 | -7 | -1 | -5 | -3 | 6 | 0 | 3.5
Cc1cccc(N2CCN(C(=O)C(Cc3ccccc3)NC(N)=O)CC2)c1C (centres undefined) | -1 | 4 | -6 | 4 | 6 | -1 | /
COCCN(C(=O)C(=O)NC1CCCC1)C(C(=O)NC1CCCC1)c1ccccc1F (centres undefined) | 6 | -1 | 2 | 0 | 0 | 0 | /
O=C(NCC(c1cccs1)N1CCOCC1)c1ccccc1NS(=O)(=O)c1ccc(Cl)c([N+](=O)[O-])c1 (centres undefined) | -5 | -6 | 0 | / | / | 3 | 18
COc1ccc(CCNC(=O)Oc2ccccc2)cc1OC | 15 | 3 | -3 | 1 | 4 | 1 | -0.1
O=C(CSc1nn(-c2ccc(F)cc2)c(=S)s1)NCC1CCCO1 (centres undefined) | 0 | 6 | -1 | / | / | 0 | /
COc1ccc(/C=C(/NC(=O)c2ccccc2)C(=O)Nc2cccc(C(=O)O)c2)cc1 | 2 | -3 | -2 | / | -1 | -1 | -4.2
NC(Cc1ccc(F)cc1)c1csc(Nc2ccc(S(N)(=O)=O)cc2)n1 (centres undefined) | 13 | -1 | 4 | -3 | 8 | / | 0.0
COc1cccc(NC(=O)N2CC(=O)N3[C@H](C2)[C@H](c2ccc(Br)cc2)[C@@H]3CO)c1 | 2 | -1 | -5 | / | / | 0 | -0.3
CC(C)C1Oc2ccccc2C(=O)N(CC(=O)c2ccc3c(c2)OCCO3)C1=O (centres undefined) | 6 | -5 | -3 | -32 | 0 | -1 | /
C[C@H]1CN([C@@H](C)CO)C(=O)c2cc(NC(=O)Nc3ccc4c(c3)OCO4)ccc2O[C@@H]1CN(C)S(=O)(=O)c1ccccc1 | / | -6 | 0 | / | 3 | 4 | 0.2
CCOC(=O)C1CCN(C(=O)c2cc(S(=O)(=O)N3CCCCCC3)ccc2OC)CC1 | 8 | -2 | -18 | -4 | / | 1 | /
O=C(NCCc1ccccc1)c1c(F)c(F)c(F)c(F)c1F | -2 | 8 | -1 | / | / | 1 | /
Cc1cc(C)c(C)c(OCC(=O)O/N=C(\N)c2cccnc2)c1 | 5 | 2 | -5 | / | / | -1 | /
CCOC(=O)C(C)Oc1ccc(NC(=O)C(Cl)(Cl)Cl)cc1 (centres undefined) | 0 | 10 | -1 | / | / | 6 | -0.1
COCCNC(=O)C[C@H]1CC[C@@H](NC(=O)NC2CCCCC2)[C@@H](CO)O1 | 0 | 6 | 4 | -6 | 0 | -6 | 0.3
Cc1ccc(OCCn2c(C)nc3ccccc32)cc1 | -8 | 6 | -2 | 12 | -1 | -1 | -1.1
C/C(=N\NC(=O)CN1CCN(S(=O)(=O)c2ccc(C)cc2)CC1)c1ccncc1 | 1 | 3 | -7 | -3 | 0 | -5 | -0.4
CCCNC(=O)Nc1ccc2c(c1)C(=O)N(C)[C@@H]1CC[C@@H](CC(=O)NC)O[C@H]1CO2 | 0 | / | / | -3 | 3 | / | 0.0
COc1ccc(NC(=O)CC2C(=O)NCCN2C(=O)c2ccc(Cl)cc2)cc1 (centres undefined) | -9 | -2 | -2 | 101* | 4 | -4 | 2.0
COC(=O)/C=C1\SC(N)=NC1=O | 4 | 6 | -6 | / | / | -2 | 2.6
C[C@H](CO)N1C[C@H](C)[C@H](CN(C)C)Oc2ccc(NC(=O)Nc3ccc(F)cc3)cc2CC1=O | 13 | 5 | 0 | -5 | -3 | 2 | /
CC(C)CCN1CCN(Cc2cc3ccccc3[nH]2)CC1CCO (centres undefined) | 7 | 0 | 1 | 18 | -1 | / | /
CCOc1ccc(C(=O)Nc2ncccc2Cl)cc1 | 2 | 4 | -1 | 8 | / | / | /
COc1cccc(/C=C2\NC(=O)NC2=O)c1O | -10 | 4 | -3 | 4 | -1 | -4 | /
Next compounds
SMILES | DENV2 CPE rescue | ERp5 inh | S100A4 inh HTS | C2C12 statin | PglD DTNB | SIRT5 inh | E-selectin induc
C=CCn1c(SCC(=O)N2c3ccccc3Sc3ccccc32)nnc1-c1ccco1 | 2 | -3 | 3 | 0 | / | -2 | 1.3
COc1ccc(CN(C)C[C@@H]2Oc3ccc(NC(=O)Nc4ccc(F)cc4)cc3C(=O)N([C@H](C)CO)C[C@@H]2C)cc1 | -1 | -5 | -1 | -17 | -1 | 1 | -1.9
CC(Sc1nnc(-c2ccco2)o1)C(=O)NCCC1=CCCCC1 (centres undefined) | ? | -1 | -13 | / | / | -3 | /
C[C@H]1CN([C@@H](C)CO)C(=O)c2cc(NS(=O)(=O)c3cccs3)ccc2O[C@H]1CN(C)C(=O)Nc1ccccc1 | 5 | -2 | 6 | -18 | -3 | -2 | 0.1
CCN(CC)c1ccc(C(=O)Nc2ccccc2)cc1[N+](=O)[O-] | -1 | 2 | 4 | / | / | 1 | 0.1
O=C(C[C@H]1C[C@@H]2c3cc(NS(=O)(=O)c4ccc(F)cc4)ccc3O[C@@H]2[C@@H](CO)O1)NCc1cc(F)ccc1F | -8 | / | 3 | 3 | 1 | 13 | -0.4
COc1cccc(C#Cc2ccc3c(c2)O[C@@H](CN(C)C(C)=O)[C@@H](C)CN([C@@H](C)CO)S3(=O)=O)c1 | -3 | 5 | -6 | / | 1 | -4 | -0.6
O=C(NNC(=O)C1CCN(S(=O)(=O)c2ccc(Cl)cc2)CC1)c1ccccc1O | -3 | 4 | -2 | 28 | 3 | 0 | -0.1
CCO[C@@H]1OC(C(=O)NCc2nc3ccccc3[nH]2)=C[C@H](c2coc3ccccc3c2=O)[C@H]1CCCO | 50* | 1 | -1 | 14 | -1 | 0 | 0.1
CCOC(=O)C1=C(c2ccccc2)NC(=O)NC1c1ccsc1 (centres undefined) | -1 | -2 | -4 | 2 | 7 | -2 | -0.1
O=C(CCS(=O)(=O)c1ccccc1)NNC(=O)CSc1ccccc1F | 7 | -6 | 5 | 19 | 4 | -1 | 1.3
Cc1cnc(NC(=O)C2CC(=O)N(c3cccc(Cl)c3)C2)s1 (centres undefined) | 33* | -1 | 5 | -143 | -2 | 1 | -0.3
CCCC#Cc1ccc2c(c1)O[C@H](CN(C)C(=O)CC1CC1)[C@H](C)CN([C@H](C)CO)S2(=O)=O | 3 | 8 | 4 | -8 | 2 | -2 | 0.0
CCN(CC)c1ccc(/C=C2\C(=N)N3N=C(CC(=O)N4CCOCC4)SC3=NC2=O)cc1 | 10 | -7 | 62 | -1 | -3 | 1 | /
COc1ccc2c3c([nH]c2c1)[C@@H](CO)N(C(=O)c1ccc(F)cc1)CC31CCN(C(=O)Nc2cccc(F)c2)CC1 | 3 | 63* | 12 | / | / | 5 | 0.2
CC(C)Oc1nc(-c2ccc(Cl)cc2)nc2ccccc12 | -6 | 0 | -1 | 18 | 1 | -4 | /
O=C(O)C1CCN(c2nc(-c3ccccc3)c3cc(Br)ccc3n2)CC1 | 1 | 1 | -3 | 15 | -1 | -1 | 34*

In the list so far, these have bromine.
SMILES | DENV2 CPE rescue | ERp5 inh | S100A4 inh HTS | C2C12 statin | PglD DTNB | SIRT5 inh | E-selectin induc
COc1cccc(NC(=O)N2CC(=O)N3[C@H](C2)[C@H](c2ccc(Br)cc2)[C@@H]3CO)c1 | 2 | -1 | -5 | / | / | 0 | -0.3
O=C(O)C1CCN(c2nc(-c3ccccc3)c3cc(Br)ccc3n2)CC1 | 1 | 1 | -3 | 15 | -1 | -1 | 34*
